Compound activity as filed in PubChem BioAssay.
SENP1 inh: inhibitors of human SENP1 SUMO protease catalytic domain; Q9P0U3; recombinant SENP1 catalytic domain, CyPet-SUMO1-YPet FRET cleavage; inhibition, % at 10 µM; 360,000 compounds, 0.21% hits; AID 624204;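 active = inhibition at least 30% at 10 µM, raw YFP signal under a set limit, fluorescence ratio 0.5 to 1.5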;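 note: 0% = enzyme with DMSO and 100% = no enzyme wells; some results filed as inactive read as strong as hits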
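Compound: 10 µM single point, 0.5% DMSO; Test system: hSENP1 catalytic domain, recombinant; Timing: 50 min reaction at room temperature; Technique: FRET, CFP and YFP emission; Control set: no-enzyme wells low, DMSO-plus-enzyme wells high control.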
SENP8 block-1: inhibitors of human SENP8 protease; Q96LD8; recombinant SENP8, Nedd8 substrate fluorescence; inhibition, % at 20 µM; 360,000 compounds, 0.64% hits; AID 602440; in the data active = inhibition mostly above about 40%, no sharp cut-off; inactive = mostly below about 27%
Target sequence (Q96LD8 whole entry, looked up): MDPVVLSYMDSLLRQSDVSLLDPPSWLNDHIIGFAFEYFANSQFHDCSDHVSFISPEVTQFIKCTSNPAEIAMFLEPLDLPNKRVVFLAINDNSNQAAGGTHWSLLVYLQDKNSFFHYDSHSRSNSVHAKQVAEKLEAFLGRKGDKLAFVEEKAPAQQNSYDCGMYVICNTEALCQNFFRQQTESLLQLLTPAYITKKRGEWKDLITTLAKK
UBC13 inh: inhibitors of human UBC13 polyubiquitin chain formation; inhibition, % at 20 µM; TR-FRET; 330,000 compounds, 0.47% hits; AID 485273; in the data active = inhibition above about 45%, passing the limit was not always enough
PfGluPho inh: PfG6PD (Plasmodium falciparum) enzyme inhibition | inhibition, % at 20 µM | PfGluPho enzyme, NADPH resazurin-diaphorase fluorescence | AID 504690 | 350,000 compounds, 0.78% hits;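 active = inhibition reaching at least a set limit at 20 µM in the primary screen, cut at about 59% in these data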;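 note: 0% = DMSO wells with substrate and 100% = DMSO wells lacking glucose-6-phosphate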
SENP6 block: blocks the human protease SENP6; Q9GZR1; Recombinant SENP6 catalytic domain, aminoluciferin luminescence; inhibition, % at 10 µM; 330,000 compounds, 1.8% hits;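 active = inhibition above about 50% at the single tested dose, limit read from the data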;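 note: plate controls were DMSO wells with enzyme for no effect and DMSO wells lacking enzyme for full effect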
Target sequence (Q9GZR1 628-1112 limits assumed): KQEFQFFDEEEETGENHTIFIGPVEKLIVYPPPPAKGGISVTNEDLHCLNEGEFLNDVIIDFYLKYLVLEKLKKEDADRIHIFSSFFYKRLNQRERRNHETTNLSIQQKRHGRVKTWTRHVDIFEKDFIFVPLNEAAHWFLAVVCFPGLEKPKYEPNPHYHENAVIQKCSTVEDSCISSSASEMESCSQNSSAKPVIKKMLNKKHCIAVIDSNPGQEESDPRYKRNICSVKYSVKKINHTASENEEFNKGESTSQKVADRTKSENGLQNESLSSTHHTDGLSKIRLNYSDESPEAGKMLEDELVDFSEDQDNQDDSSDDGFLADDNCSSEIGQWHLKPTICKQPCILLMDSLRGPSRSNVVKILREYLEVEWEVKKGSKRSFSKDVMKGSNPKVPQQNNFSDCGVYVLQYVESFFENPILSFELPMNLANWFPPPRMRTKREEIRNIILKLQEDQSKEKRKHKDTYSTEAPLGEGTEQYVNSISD
HKDC1 inhibitor: blocks human hexokinase HKDC1 activity; Q2TB90; recombinant HKDC1, G6PDH/diaphorase resazurin coupled fluorescence; inhibition, % at 20 µM; 340,000 compounds, 0.16% hits;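 active = inhibition above about 35% when tested at 20 µM, limit read from the data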;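 note: plate controls were DMSO wells with enzyme for no effect and DMSO wells lacking enzyme for full effect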
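Incubation: 90 min at room temperature in dark / Material: recombinant HKDC1 (HK5) hexokinase enzyme, produced in-house / Quantity: enzyme 5 µg/mL final / Compound: one dose of 20 µM, 1% DMSO / Reagent: glucose and ATP substrates / Buffer or medium: Tris pH 8.0 buffer with MgCl2, Tween-20, BSA, BME / Technique: resorufin fluorescence at 613 nm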
SENP8 block-2: blocks the human protease SENP8; Q96LD8; purified SENP8, Z-RLRGG-aminoluciferin cleavage, luminescence; inhibition, % at 10 µM; 330,000 compounds, 1.2% hits; AID 2540; in the data active = inhibition above about 50%
SENP7 inh: SENP7 protease inhibition; recombinant SENP7, Z-RLRGG-aminoluciferin luminescence, 40 min; inhibition, % at 5 µM; 330,000 compounds, 1.5% hits; AID 434973;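 active = inhibition above about 50% at the single test dose, limit read from the data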;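 note: plate controls were DMSO with enzyme for no effect and no enzyme buffer wells for full effect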
Target sequence (Q9BQF6 706-1050 limits assumed): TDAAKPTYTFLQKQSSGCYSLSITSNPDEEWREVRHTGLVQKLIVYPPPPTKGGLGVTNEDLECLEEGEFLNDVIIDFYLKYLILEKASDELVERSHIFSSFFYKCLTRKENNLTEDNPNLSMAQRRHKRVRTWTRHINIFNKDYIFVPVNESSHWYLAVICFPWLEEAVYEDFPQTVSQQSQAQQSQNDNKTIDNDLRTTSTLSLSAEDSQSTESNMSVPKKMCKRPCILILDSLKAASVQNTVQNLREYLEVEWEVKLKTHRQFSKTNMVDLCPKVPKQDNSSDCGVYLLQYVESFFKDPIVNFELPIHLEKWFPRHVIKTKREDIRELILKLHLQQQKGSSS
MIN6 prolif: inducers of beta-cell replication in MIN6 cells; MIN6 cells proliferation, ATPlite luminescence, 48 h; cells starved in 0.2% serum; 100% = growth in 10% serum; proliferation, % at 10 µM; 330,000 compounds, 0.29% hits; AID 2380;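 active = compounds whose signal lies at least 3.5 SD above the mean of all wells on their plate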;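 note: 0% = DMSO-treated cells in low-serum medium and 100% = 10% serum control; some compounds called inactive have numbers as strong as hits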
* marks the source's active call; other numbers are inactive results.

Results for c1ccc2oc(-c3ccc(Nc4nc(N5CCCC5)nc(N5CCOCC5)n4)cc3)nc2c1 ?
UBC13 inh: -2; SENP6 block: -7; SENP8 block-2: 0; SENP7 inh: -4; MIN6 prolif: -4

What do the screens show for `CCCCOc1c(Br)cc(/C=N/O)cc1OCC`?
SENP1 inh: 1; SENP8 block-1: 13; UBC13 inh: 16; PfGluPho inh: 8; SENP6 block: -5; HKDC1 inhibitor: 3; SENP8 block-2: -5; SENP7 inh: 0; MIN6 prolif: -3

What do the screens show for `CCC(=O)c1ccc(OCC(=O)O)c(OC)c1`?
SENP1 inh: 0; SENP8 block-1: 6; UBC13 inh: 6; PfGluPho inh: -24; SENP6 block: -7; HKDC1 inhibitor: -10; SENP8 block-2: 0; SENP7 inh: 4; MIN6 prolif: 1

Results for O=C(CN1CCOCC1)N1CCOCC1 ?
SENP1 inh: 2; SENP8 block-1: 3; PfGluPho inh: -13; HKDC1 inhibitor: -7

How did CC(Oc1ccc(Cl)cc1)c1ccnn1S(=O)(=O)c1ccccc1 (stereo not drawn) do in these assays?
SENP1 inh: 1; SENP8 block-1: 30; UBC13 inh: 10; PfGluPho inh: 11; SENP6 block: -3; HKDC1 inhibitor: 2; SENP8 block-2: 0; SENP7 inh: -2; MIN6 prolif: -4

Results for CSc1ccccc1C(=O)Nc1nc2ccccc2[nH]1 ?
SENP1 inh: 0; SENP8 block-1: 26; UBC13 inh: -3; PfGluPho inh: -3; SENP6 block: -35; HKDC1 inhibitor: -2; SENP8 block-2: -14; SENP7 inh: -17; MIN6 prolif: -3

Results for OCCN(Cc1ccccc1)Cc1ccc(Cl)cc1Cl ?
SENP1 inh: 1; SENP8 block-1: 18; UBC13 inh: 0; PfGluPho inh: 16; SENP6 block: -12; HKDC1 inhibitor: -4; SENP8 block-2: -12; SENP7 inh: -9; MIN6 prolif: -1

What do the screens show for `CCN(CC)S(=O)(=O)c1ccc(F)cc1`?
SENP1 inh: -2; SENP8 block-1: 15; UBC13 inh: -6; PfGluPho inh: -5; SENP6 block: -4; HKDC1 inhibitor: 11; SENP8 block-2: 0; SENP7 inh: -2; MIN6 prolif: -3

How did O=C(NNC(=O)c1cc(-c2cccnc2)nc2ccccc12)Nc1ccc(Cl)cc1 do in these assays?
SENP1 inh: -13; SENP8 block-1: -14; UBC13 inh: 3; PfGluPho inh: 14; SENP6 block: -5; HKDC1 inhibitor: 2; SENP8 block-2: 4; SENP7 inh: -1; MIN6 prolif: -7

Results for CCCOc1ccc(C(=O)NNC(=O)CCNC(=O)c2ccccc2Cl)cc1OC ?
SENP1 inh: 2; SENP8 block-1: 7; UBC13 inh: -5; PfGluPho inh: -17; SENP6 block: 1; HKDC1 inhibitor: -6; SENP8 block-2: 2; SENP7 inh: 1; MIN6 prolif: 0

What do the screens show for `CNC(=O)c1sc(-c2ccccc2)nc1C`?
SENP1 inh: 2; SENP8 block-1: -5; UBC13 inh: 2; PfGluPho inh: 14; SENP6 block: -23; HKDC1 inhibitor: -4; SENP8 block-2: -8; SENP7 inh: -4; MIN6 prolif: -1

Results for COC(=O)c1sccc1NC(=O)C1CCCCC1C(=O)O (stereo not drawn) ?
SENP1 inh: -3; SENP8 block-1: -3; UBC13 inh: -3; PfGluPho inh: 1; SENP6 block: -23; HKDC1 inhibitor: -4; SENP8 block-2: -8; SENP7 inh: -5; MIN6 prolif: 0

What do the screens show for `COC(=O)CNC(=O)C12CC3CC(C1)CC(c1ccc(C)cc1)(C3)C2`?
SENP1 inh: 0; SENP8 block-1: 11; UBC13 inh: 9; PfGluPho inh: 8; SENP6 block: -10; HKDC1 inhibitor: -2; SENP8 block-2: 3; SENP7 inh: -2; MIN6 prolif: 2

Results for CCC(C)[C@H](NC(=O)NCCC1=CCCCC1)C(=O)OC (stereo partly drawn) ?
SENP1 inh: 2; SENP8 block-1: 15; UBC13 inh: -5; PfGluPho inh: -8; SENP6 block: -24; HKDC1 inhibitor: -3; SENP8 block-2: -5; SENP7 inh: -8; MIN6 prolif: -2

Results for COc1ccc(N2C(=O)NC(NC(=O)C(C)(C)C)(C(F)(F)F)C2=O)cc1 (stereo not drawn) ?
SENP1 inh: 1; SENP8 block-1: 15; UBC13 inh: 7; PfGluPho inh: 0; SENP6 block: -14; HKDC1 inhibitor: 0; SENP8 block-2: -1; SENP7 inh: -1; MIN6 prolif: -3

Fetched one by one from the list above, three records:
What do the screens show for `CCC(=O)c1ccc(OCC(=O)O)c(OC)c1`?
SENP1 inh: 0; SENP8 block-1: 6; UBC13 inh: 6; PfGluPho inh: -24; SENP6 block: -7; HKDC1 inhibitor: -10; SENP8 block-2: 0; SENP7 inh: 4; MIN6 prolif: 1

How did CC(Oc1ccc(Cl)cc1)c1ccnn1S(=O)(=O)c1ccccc1 (stereo not drawn) do in these assays?
SENP1 inh: 1; SENP8 block-1: 30; UBC13 inh: 10; PfGluPho inh: 11; SENP6 block: -3; HKDC1 inhibitor: 2; SENP8 block-2: 0; SENP7 inh: -2; MIN6 prolif: -4

Results for COC(=O)c1sccc1NC(=O)C1CCCCC1C(=O)O (stereo not drawn) ?
SENP1 inh: -3; SENP8 block-1: -3; UBC13 inh: -3; PfGluPho inh: 1; SENP6 block: -23; HKDC1 inhibitor: -4; SENP8 block-2: -8; SENP7 inh: -5; MIN6 prolif: 0

Next records follow.
How did O=[N+]([O-])c1ncccc1Oc1nc(-c2cccnc2)nc2ccccc12 do in these assays?
SENP1 inh: -3; SENP8 block-1: 14; UBC13 inh: 2; PfGluPho inh: 7; SENP6 block: 8; HKDC1 inhibitor: -2; SENP8 block-2: -2; SENP7 inh: -3; MIN6 prolif: 3

How did CCOC(=O)C1=C(CN2CCN(C(=O)c3ccco3)CC2)NC(=O)NC1c1ccc(OC(C)C)cc1 (stereo not drawn) do in these assays?
SENP1 inh: 3; SENP8 block-1: 8; UBC13 inh: 1; PfGluPho inh: -9; SENP6 block: -3; HKDC1 inhibitor: -6; SENP8 block-2: -4; SENP7 inh: 1; MIN6 prolif: -3

Results for NS(=O)(=O)c1ccc(NC(=O)c2ccc(S(=O)(=O)N3CCOCC3)o2)cc1 ?
SENP1 inh: 2; SENP8 block-1: 6; UBC13 inh: 11; PfGluPho inh: -5; SENP6 block: 3; HKDC1 inhibitor: -6; SENP8 block-2: -4; SENP7 inh: -1; MIN6 prolif: 0

Results for CCCNC(=O)c1ccc(SC)cc1OC ?
SENP1 inh: 0; SENP8 block-1: 34; UBC13 inh: 8; PfGluPho inh: 10; SENP6 block: 16; HKDC1 inhibitor: -2; SENP8 block-2: -2; SENP7 inh: 9; MIN6 prolif: -1

Results for CC[C@@H](C)[C@H](NC(=O)OC(C)(C)C)c1nnc(S(=O)(=O)Cc2cc(C)ccc2C)o1 ?
SENP1 inh: 1; SENP8 block-1: 27; UBC13 inh: -6; PfGluPho inh: 8; SENP6 block: -20; HKDC1 inhibitor: 7; SENP8 block-2: -9; SENP7 inh: -1; MIN6 prolif: -7

Results for COc1ccc[nH]c1=O ?
SENP1 inh: 1; SENP8 block-1: 18; UBC13 inh: 1; PfGluPho inh: 0; SENP6 block: -3; HKDC1 inhibitor: -2; SENP8 block-2: -1; SENP7 inh: 6; MIN6 prolif: 1

What do the screens show for `CN(C)CCN1C(=O)C(O)=C(C(=O)c2cc3ccccc3o2)C1c1cccc(Br)c1` (stereo not drawn)?
SENP1 inh: -3; SENP8 block-1: -5; UBC13 inh: -3; PfGluPho inh: -14; SENP6 block: 2; HKDC1 inhibitor: 4; SENP8 block-2: 1; SENP7 inh: 2; MIN6 prolif: -4

Results for CCOc1cc(C2C(C#N)=C(N)Oc3n[nH]c(-c4ccncc4)c32)cc([N+](=O)[O-])c1O (stereo not drawn) ?
SENP1 inh: 1; SENP8 block-1: 28; UBC13 inh: -65; PfGluPho inh: 10; SENP6 block: 16; HKDC1 inhibitor: -2; SENP8 block-2: -5; SENP7 inh: -12; MIN6 prolif: -4

What do the screens show for `CCCC(=O)N(CCN1CCOCC1)c1nc2c(OC)ccc(OC)c2s1`?
SENP1 inh: 1; SENP8 block-1: 6; UBC13 inh: 10; PfGluPho inh: -4; SENP6 block: 24; HKDC1 inhibitor: 7; SENP8 block-2: 1; SENP7 inh: 1; MIN6 prolif: -2

How did CC(C)c1ccc(S(=O)(=O)N2CCN(CCC(=O)Nc3ccc(N(C)C)cc3)CC2)cc1 do in these assays?
SENP1 inh: 0; SENP8 block-1: 16; PfGluPho inh: 9; HKDC1 inhibitor: 8

Results for CC12CCC=CC1=C(C=O)C1C2CCC2(C)C(O)CCC12 (stereo not drawn) ?
SENP1 inh: 1; SENP8 block-1: 5; PfGluPho inh: -18; HKDC1 inhibitor: 1

What do the screens show for `CCc1ccc(NC(=O)CNCc2ccc(OC)c(OC)c2)cc1`?
SENP1 inh: 1; SENP8 block-1: 17; UBC13 inh: 0; PfGluPho inh: 3; SENP6 block: 9; HKDC1 inhibitor: 1; SENP8 block-2: 0; SENP7 inh: 7; MIN6 prolif: -4

Results for Cc1cccc(-n2ccnc2SCC(=O)O)c1C ?
SENP1 inh: 3; SENP8 block-1: 12; UBC13 inh: 8; PfGluPho inh: -5; SENP6 block: 3; HKDC1 inhibitor: -6; SENP8 block-2: 1; SENP7 inh: -4; MIN6 prolif: -3

What do the screens show for `O=C(COc1ccccc1)OCc1cc(-c2ccco2)on1`?
SENP1 inh: 4; SENP8 block-1: 14; UBC13 inh: -5; PfGluPho inh: 3; SENP6 block: -10; HKDC1 inhibitor: 1; SENP8 block-2: -6; SENP7 inh: -8; MIN6 prolif: 4

What do the screens show for `CC(C)Sc1ncnc2[nH]ncc12`?
SENP1 inh: 0; SENP8 block-1: 8; PfGluPho inh: -5; HKDC1 inhibitor: -4

What do the screens show for `O=C(O)CCCCn1c(SCc2ccccc2Cl)nc2ccsc2c1=O`?
SENP1 inh: 2; SENP8 block-1: -8; PfGluPho inh: -41; HKDC1 inhibitor: 12

Results for Cc1ccc(NCc2nnc(SCC(=O)c3ccc4c(c3)OCCO4)o2)c(C)c1 ?
SENP1 inh: -2; SENP8 block-1: 5; UBC13 inh: 3; PfGluPho inh: -10; SENP6 block: -24; HKDC1 inhibitor: 10; SENP8 block-2: 6; SENP7 inh: 0; MIN6 prolif: -1

What do the screens show for `Cc1ccc(-c2noc(C3CCCN(C(=O)c4cccc(Cl)c4)C3)n2)o1` (stereo not drawn)?
SENP1 inh: -1; SENP8 block-1: 14; UBC13 inh: -1; PfGluPho inh: -10; SENP6 block: -11; HKDC1 inhibitor: 0; SENP8 block-2: -8; SENP7 inh: -2; MIN6 prolif: 0

Results for C=CCN(c1ccccc1OC)S(=O)(=O)c1cccc(C(=O)OCC(=O)c2c[nH]c3ccccc23)c1 ?
SENP1 inh: -4; SENP8 block-1: 19; UBC13 inh: 6; PfGluPho inh: 12; SENP6 block: 5; HKDC1 inhibitor: -6; SENP8 block-2: 2; SENP7 inh: 7; MIN6 prolif: -5

Results for COc1cc2c(cc1OC)CN(C(=O)C(C)(C)C)CC2 ?
SENP1 inh: 2; SENP8 block-1: -6; UBC13 inh: 1; PfGluPho inh: 3; SENP6 block: -36; HKDC1 inhibitor: 8; SENP8 block-2: -1; SENP7 inh: 2; MIN6 prolif: -3

Results for O=C(CCS(=O)(=O)c1ccccc1)Nc1nc2cc3c(cc2s1)OCO3 ?
SENP1 inh: 1; SENP8 block-1: 19; UBC13 inh: -13; PfGluPho inh: 19; SENP6 block: -3; HKDC1 inhibitor: 6; SENP8 block-2: -5; SENP7 inh: -6; MIN6 prolif: -6

Compounds were not picked by outcome; overall some 4% were active at least once.
